All columns: NCI-60 one-dose screen, growth in % after 48 h at 10 µM unless noted; 100 = growth as untreated, 0 = no growth, -100 = all killed.
MDA-MB-435: MDA-MB-435 melanoma; 7.8% of 82,000 active; AID 1794794
A549/ATCC: A549/ATCC NSCLC | 3.7% of 81,000 active
CCRF-CEM: CCRF-CEM leukemia | 7% of 77,000 active
EKVX: EKVX NSCLC; 3% of 71,000 active; AID 1794765
RPMI-8226: RPMI-8226 leukemia cells | 7.5% of 77,000 active | AID 1794781
HOP-62: HOP-62 NSCLC | 3.9% of 80,000 active
M14: M14 melanoma; 6.2% of 80,000 active; AID 1794745
HOP-92: HOP-92 NSCLC cells. 6.3% of 71,000 active. AID 1794738
* hit, by the source's call; x = not tested or not shown; & = joins results of further samples. Rule for the calls: active = growth percent below 10; inactive = the rest.

No.	smiles	MDA-MB-435	A549/ATCC	CCRF-CEM	EKVX	RPMI-8226	HOP-62	M14	HOP-92
1	O=C1CCC23OC=CC2C2(Nc4ccccc4NC2=O)c2c(F)cccc2N13 (stereo not drawn)	113	107	115	102	103	101	94	96
2	C=CCN1c2ccccc2Sc2cnccc21	104&104	91&95	97&102	70	86&88	96&94	89&102	91
3	CC[C@]12C=CCN3CC[C@@]4(c5cc(C#Cc6cccc(Nc7ncnc8cc(OCCOC)c(OCCOC)cc78)c6)c(OC)cc5N(C)[C@H]4[C@@](O)(C(=O)OC)[C@@H]1OC(C)=O)[C@@H]32	72	67	28	77	30	106	93	122
4	COCCCn1cnn2c(=O)c3ccccc3nc2c1=O	110&100	107&109	100	104&91	96&109	105&109	106&95	102&98
5	Cn1c([N+](=O)[O-])cc[n+]1C	98	105	93	91	101	108	112	94
6	COc1cc2oc(-c3cccc(NC(=O)c4cccc(NC(=O)[C@H](C)NC(=O)OC(C)(C)C)c4)c3)cc(=O)c2c(OC)c1OC	74	88	44	95	31	88	x	57
7	Cn1ccnc1C(=O)/C=C/c1ccc(C(=O)Nc2ccc(NC(=O)CCNC(=O)c3csc(Br)n3)cc2)cc1	44	65	13	70	15	63	x	103
8	C#CCNC(C)=O	103	95	108	101	118	91	103	107
9	O=C(CCN1C(=O)CCC1=O)Nc1nccs1	104	107	94	100	106	101	102	96
10	CC(=O)OCC(OC(C)=O)C1OC(c2ccccc2)OC(C(COC(C)=O)OC(C)=O)C1OC(C)=O (stereo not drawn)	104	99	97	x	102	95	99	93
11	S=c1[nH]nc2sc3ccccc3n12	118	108	100	116	105	98	104	x
12	S=c1nc(-c2ccncc2)[nH][nH]1	107	103	89	101	95	127	104	x
13	Cc1nc2c(cnn2-c2ccccc2)c(=O)n1-c1ccc(N2C(=O)C=CC2=O)cc1	100	96	68	93	91	105	99	97
14	c1ccc(N2CC3COc4ccccc4C3=N2)cc1 (stereo not drawn)	108	96	86	74	x	x	107	90
15	CC(=O)N1N=C(c2ccc3c(c2)OCO3)CC1c1ccc(C)s1 (stereo not drawn)	109	85	99	69	x	104	110	91
16	CCSc1ncnc2c1ncn2C1OC(CO)C(O)C1O (stereo not drawn)	24	15	23	52	39	21	30	33
17	CC(=O)Oc1c(Cl)cc(Cl)cc1Cl	x	91	96	x	92	101	101	x
18	Cn1c(-c2ccccc2)c(C#N)c2cccc(I)c21	107	85	88	86	87	87	114	84
19	COc1ccccc1N1CCCSC1=Nc1ccccc1	103	99	68	110	44	-5.4*	63	68
20	CN1CCC(CN)(c2ccccc2)CC1	99	100	93	91	103	98	106	90
21	N#C[C@@H]1C[C@@H]2C[C@@H]2N1C(=O)[C@@H](N)C12CC3CC(CC(O)(C3)C1)C2	102	110	99	111	x	123	106	93
22	Cn1c(=O)c2c(-c3ccccc3)nc3ccc(Cl)cc3c2n(C)c1=O	112	103	105	110	103	99	100	94
23	COc1ccc(NC(=O)/C(=C/N2C(=O)/C(=C\C(C)=C\c3ccccc3)SC2=S)C(C)=O)cc1	91	77	96	93	81	88	93	61
24	COc1ccc(C(=O)C[n+]2cccc3c4ccccc4ccc32)cc1OC	x	96	97	99	x	98	96	79
25	Cc1cc(C)[nH]c(=S)n1	103	95	98	100	96	94	99	92
26	COc1cc2c(c(OC)c1OC)C(=O)CC(c1cccc(NC(=O)c3ccccc3Br)c1)O2 (stereo not drawn)	92	88	73	102	58	97	98	65
27	CC(C)(C)n1cc(-c2ccnc(NCCNS(=O)(=O)c3ccc(Cl)cc3)c2)c(-c2cccc(F)c2)n1	99	83	85	81	69	97	100	x
28	CCOC(=O)N1CCN(C2=Nn3c(nnc3-c3cc(C(F)(F)F)cc(C(F)(F)F)c3)SC2)CC1	99	88	90	99	102	99	121	87
29	COc1ccc(/C=N/NC(=O)COc2ncnc3sc4c(c23)CCCC4)c(OC)c1OC	104	107	101	103	102	101	98	98
30	COc1ccc(OC)c(Nc2nnc(-c3ccc(O)cc3)o2)c1	106	94	114	96	111	101	108	93
31	CC(C)Nc1ncnc2[nH]ncc12	98	97	89	90	109	99	102	92
32	O=[N+]([O-])c1cccc(-c2nc(-c3ccc(Cl)cc3Cl)cn2-c2ccccc2)c1	-39*	-33*	95	-8.4*	62	-75*	-72*	13
33	CN(C)CC(=O)NNc1ncnc2ccccc12	101	111	108	100	111	107	104	103
34	COc1ccc(-c2nn(-c3ccccc3)cc2C2SCC(=O)N2c2cccc(F)c2)cc1 (stereo not drawn)	106	105	112	99	110	104	100	95
35	CN(C)c1ccc(C=C2C=CC=C2)cc1	111	102	95	107	97	115	112	78
36	CCN(CC)CCCc1ccccc1	104	70	92	100	101	93	100	94
37	Cn1ccc2cc(NC(=O)Cn3cc(CN4CCCCCC4)nn3)ccc21	107	101	104	111	114	101	107	104
38	O=C(c1ccccc1)c1ccc(Cl)c(Cl)c1	103	x	102	103	105	86	106	87
39	COc1cc(-c2nc3ccc(C)cc3[nH]2)ccc1OCC(=O)N=Nc1c(O)[nH]c2ccc(Cl)cc12	-2.5*	30	-39*	51	-37*	18	3.2*	2.4*
40	COc1ccc(-c2nc(SCCCCCC(=O)NO)[nH]c(=O)c2C#N)cc1	108	104	88	102	103	108	102	88
41	O=Cc1cccc(OCc2cn(CC(=O)Nc3nc4ccccc4s3)nn2)c1	98	104	x	111	93	101	100	103
42	COC(=O)c1cncc(C(=O)Nc2ccc(-n3cnc4ccccc43)cc2)c1	105	94	98	100	74	95	102	87
43	CC(=O)c1c(N)c(C#N)cn1Cc1ccc(Cl)cc1Cl	103	106	104	101	102	106	104	114
44	O=C(O)Cn1nnnc1COc1ccc(Cl)cc1	108	88	95	104	117	101	x	108
45	Cc1c(-c2csc(N/N=C/c3cccc(Br)c3)n2)nnn1-c1ccc([N+](=O)[O-])cc1	105	94	87	112	91	90	108	88
46	O=S(=O)(Cc1ccccc1)c1ccccc1	107	99	105	x	x	104	104	105
47	CCN(CC)C(=S)Sc1cc2c(cc1Cl)C(=O)c1ccccc1C2=O	100	99	x	99	78	89	95	112
48	N#Cc1c(-c2ccccn2)[nH]c(=S)[nH]c1=O	100	98	x	101	112	100	98	94
49	COc1cc(COC(=O)CCCCC[P+](c2ccccc2)(c2ccccc2)c2ccccc2)c(OC)c2c1OCO2	42	81	x	73	-23*	79	43	20
50	CC1([C@H]2CC[C@H]3[C@@H]4CC[C@@H]5CC6(CC[C@]5(C)[C@H]4C(=O)C[C@]23C)OCCO6)OCCO1	102	102	94	98	86	110	103	85

Remaining list, next part:
No.	smiles	MDA-MB-435	A549/ATCC	CCRF-CEM	EKVX	RPMI-8226	HOP-62	M14	HOP-92
51	CCOC(=O)c1c(C)nc(Nc2nc3ccccc3o2)nc1-c1ccc(Cl)cc1Cl	115	102	86	x	73	88	95	x
52	COc1cc(N)c2ncccc2c1	112	103	x	109	94	103	101	x
53	Cc1cc(C)cc(C(=O)N2CCCCC2)c1	104	103	98	97	103	105	109	113
54	O=C(COc1ccc(-c2cc3ccccc3[nH]2)cc1)N1CCCC1	102	105	x	101	97	96	97	89
55	COc1cc(-c2nn(-c3cccc(NC(=O)CN4CCN(C)CC4)c3)cc2-c2ccncc2)ccc1Cl	105	97	105	101	103	105	105	108
56	NC(=O)c1c(NC(=O)c2ccc3c(c2)OCO3)sc2c1CCC(=O)C2	3.0*	-9.8*	-33*	5.6*	-35*	15	17	-21*
57	COc1cc(/C=N/Nc2ccccc2F)cc(OC)c1OC	94	96	75	87	84	94	97	99
58	CCC1(C)CCC(C)(CC)c2c1cc([N+](=O)[O-])c(C)c2[N+](=O)[O-] (stereo not drawn)	106	75	100	96	89	87	x	x
59	Cc1c(-c2noc(-c3ccc([N+](=O)[O-])cc3)n2)no[n+]1[O-]	106	111	101	65	93	86	94	85
60	O=C(NCc1ccccc1)NNC(=O)c1ccc(-n2cc(-c3ccccc3)nn2)cc1	101	102	101	104	99	103	102	99
61	Cc1ccc(S(=O)(=O)OC2COCOC2C(OS(=O)(=O)c2ccc(C)cc2)C2OCOCC2OS(=O)(=O)c2ccc(C)cc2)cc1 (stereo not drawn)	108	94	100	x	107	99	112	104
62	Cc1ccc(-n2cc(-c3ccccc3)c3c(SCc4n[nH]c(=S)o4)ncnc32)cc1	99	102	98	80	92	78	101	87
63	Cc1ccc(-c2nc(Nc3ccc(C(=O)O)cc3)c3ccccc3n2)cc1	100	95	72	72	55	89	81	75
64	O=C(CCc1nnco1)c1nc2ccc([N+](=O)[O-])cc2[nH]1	106	100	109	94	129	113	103	119
65	O=c1/c(=C/c2ccccc2)sc2nc(-c3ccc(Cl)cc3Cl)nn12	119	103	106	110	112	96	104	x
66	N#C/C(=C\c1ccccc1[N+](=O)[O-])C(=O)O	101	99	99	x	104	95	99	x
67	NS(=O)(=O)c1ccc(Nc2nc(N/N=C/c3ccccc3)nc(Nc3ccccc3)n2)cc1	74	72	48	70	59	94	x	72
68	c1ccc2sc(SCN3CCN(CSc4nc5ccccc5s4)CC3)nc2c1	112	96	97	106	99	83	105	87
69	COc1cc(OC)c2c(c1)O[C@@]1(OC)[C@H](c3ccccc3)C[C@@H](O)[C@@]21O	111	98	99	101	102	102	101	96
70	O=C(/C=C/c1ccc(Cl)cc1)Oc1ccc(/C=C2\CCCCC2=O)cc1	93	84	64	107	94	109	102	98
71	NC(=S)N/N=C/C(F)(F)F	106	108	87	92	88	106	109	83
72	Nc1cccc(N=Nc2c(S(=O)(=O)O)cc3cc(Nc4ccc5c(O)c(N=Nc6cccc(N)c6)c(S(=O)(=O)O)cc5c4)ccc3c2O)c1	105	98	102	94	99	96	94	111
73	Nc1cc(C(=O)O)[nH]c(=S)n1	98	99	95	93	95	106	94	68
74	CC(NC(N)=S)c1ccccc1 (stereo not drawn)	106	x	129	103	116	86	104	106
75	CCOC(=O)CCN(Cc1ccccc1)C(=S)Nc1ccccc1	102	98	104	96	111	109	103	96

11 compounds already listed, arranged by length of the SMILES, low to high:
No.	smiles	MDA-MB-435	A549/ATCC	CCRF-CEM	EKVX	RPMI-8226	HOP-62	M14	HOP-92
53	Cc1cc(C)cc(C(=O)N2CCCCC2)c1	104	103	98	97	103	105	109	113
57	COc1cc(/C=N/Nc2ccccc2F)cc(OC)c1OC	94	96	75	87	84	94	97	99
75	CCOC(=O)CCN(Cc1ccccc1)C(=S)Nc1ccccc1	102	98	104	96	111	109	103	96
54	O=C(COc1ccc(-c2cc3ccccc3[nH]2)cc1)N1CCCC1	102	105	x	101	97	96	97	89
68	c1ccc2sc(SCN3CCN(CSc4nc5ccccc5s4)CC3)nc2c1	112	96	97	106	99	83	105	87
63	Cc1ccc(-c2nc(Nc3ccc(C(=O)O)cc3)c3ccccc3n2)cc1	100	95	72	72	55	89	81	75
59	Cc1c(-c2noc(-c3ccc([N+](=O)[O-])cc3)n2)no[n+]1[O-]	106	111	101	65	93	86	94	85
60	O=C(NCc1ccccc1)NNC(=O)c1ccc(-n2cc(-c3ccccc3)nn2)cc1	101	102	101	104	99	103	102	99
58	CCC1(C)CCC(C)(CC)c2c1cc([N+](=O)[O-])c(C)c2[N+](=O)[O-] (stereo not drawn)	106	75	100	96	89	87	x	x
61	Cc1ccc(S(=O)(=O)OC2COCOC2C(OS(=O)(=O)c2ccc(C)cc2)C2OCOCC2OS(=O)(=O)c2ccc(C)cc2)cc1 (stereo not drawn)	108	94	100	x	107	99	112	104
72	Nc1cccc(N=Nc2c(S(=O)(=O)O)cc3cc(Nc4ccc5c(O)c(N=Nc6cccc(N)c6)c(S(=O)(=O)O)cc5c4)ccc3c2O)c1	105	98	102	94	99	96	94	111

The listing continues:
No.	smiles	MDA-MB-435	A549/ATCC	CCRF-CEM	EKVX	RPMI-8226	HOP-62	M14	HOP-92
76	Cc1cccc(OCC(=O)O)c1C	112	93	93	109	107	97	101	111
77	Cn1cc(/C=N/Nc2ccnc3cc(Cl)ccc23)c2ccccc21	-83*	-39*	-36*	-85*	-41*	-64*	-67*	-68*
78	O=C(O)CN(CCOCCOCCN(CC(=O)O)CC(=O)O)CC(=O)O	102	108	99	x	104	89	99	x
79	N=c1c(S(=O)(=O)c2ccccc2)cc2c(=O)n3ccccc3nc2n1CCc1ccccc1	98	98	100	94	107	102	115	98
80	CCOC(=O)c1c(C(=O)O)[nH]c(C)c1C	104	96	79	97	95	90	90	94
81	Cn1c(=O)c2[nH]c(SCC(=O)c3ccc(Br)cc3)nc2n(C)c1=O	107	101	104	96	107	96	101	98
82	CC(=O)Nc1ccc(Cl)cc1C(=O)O	102	94	103	106	100	100	110	90
83	O=c1c2ccccc2nc(CN2CCCC2)n1/N=C/c1ccc(Cl)cc1	102	101	98	95	98	100	92	95
84	COc1ccc(C(=O)/C=C/c2cccc(Cl)c2)cc1S(N)(=O)=O	14	-82*	7.0*	-74*	-5.2*	-37*	-11*	86
85	Cc1ccc(-c2nn(-c3ccccc3)cc2/C=C/C(=O)NNC(=O)Nc2ccc(Br)cc2)cc1	102	90	39	84	93	89	78	87
86	O=c1[nH]c2ccccc2cc1CSc1ccc(Nc2nccc(-c3ccc4c(c3)OCO4)n2)cc1	94	77	98	94	81	84	82	79
87	N#CC1C(=O)NC(=O)C(C#N)C12CCCC(C(F)(F)F)C2 (stereo not drawn)	108	109	95	102	102	105	113	110
88	CC1(c2ccccc2N)N=C(N)Nc2nc3ccccc3n21 (stereo not drawn)	106	105	97	79	90	110	114	60
89	CCOC(=O)Cc1cnc(N/N=C(\C)c2cc3ccccc3o2)s1	108	92	92	85	99	68	98	87
90	COc1cc(/C=N/N=C(N)N)cc(I)c1O	100	109	x	101	109	x	100	105
91	N#Cc1nc(-c2ccccc2)oc1N1CCC[C@H]1CO	102	100	104	87	104	104	112	133
92	NNC(=O)c1cccc([N+](=O)[O-])c1	107&111	98&104	96&91	111	103&97	100&103	97&103	100&99
93	Cc1nc2cc(O)c(O)cc2cc1Oc1ccc(NC(=O)c2ccc(Cl)c(Cl)c2)cc1	102	90	79	113	91	75	124	73
94	CCCCN(CCCC)CC(O)c1cccc2cc(Cl)ccc12 (stereo not drawn)	84	88	71	63	68	86	61	35
